PrPC surface inh: reduces human prion protein on the cell surface. AID 720596. P04156. inhibition, % at 13.8 µM. cell surface PrPC, TR-FRET read-out. hit rate 0.43% among 370,000; in the data active = inhibition above about 24%; also: 0% = median of the test wells and 100% = reference compound wells
TcdB GH inh: TcdB glycohydrolase inhibition; hit rate 0.24% among 350,000; inhibition, % at 9.99 µM; P18177; TcdB glycohydrolase enzymatic assay, plate reader; in the data active = inhibition above about 10%
PriA SSB inh: inhibitors of Klebsiella pneumoniae PriA binding to SSB C-terminal tail | AlphaScreen SSBct-PriA binding, biotinylated peptide | inhibition, % at 33 µM | hit rate 0.6% among 430,000 | AID 1272365; in the data active = inhibition mostly above about 37%, no sharp cut-off; inactive = mostly below about 20%;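 also: plate controls were negative control peptide for no effect and reference peptide for full effect; strong numbers were not always called active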
BoNT-A LC inh2: blocks Botulinum neurotoxin A light chain protease; multiplex microsphere protease substrate cleavage, flow cytometry; inhibition, % at 10 µM; hit rate 0.17% among 360,000; AID 588499; also: plate controls were buffer without enzyme for full effect and enzyme alone for no effect
Yp Topo-I inh: blocks Yersinia pestis topoisomerase I activity; Y. pestis Topo-I cleavage product accumulation, plate reader; activity, % at 10 µM; hit rate 0.064% among 360,000; in the data active = activity above about 50%, passing the limit was not always enough; inconclusive = no clear call, values can overlap the other calls; also: inactives centre near 2
Anthrax LF prot: anthrax lethal factor protease inhibition; hit rate 0.12% among 360,000; inhibition, % at 10 µM; multiplex microsphere protease cleavage assay, LF; also: plate controls were buffer without enzyme for full effect and enzyme alone for no effect
Target sequence (P15917 whole entry, looked up): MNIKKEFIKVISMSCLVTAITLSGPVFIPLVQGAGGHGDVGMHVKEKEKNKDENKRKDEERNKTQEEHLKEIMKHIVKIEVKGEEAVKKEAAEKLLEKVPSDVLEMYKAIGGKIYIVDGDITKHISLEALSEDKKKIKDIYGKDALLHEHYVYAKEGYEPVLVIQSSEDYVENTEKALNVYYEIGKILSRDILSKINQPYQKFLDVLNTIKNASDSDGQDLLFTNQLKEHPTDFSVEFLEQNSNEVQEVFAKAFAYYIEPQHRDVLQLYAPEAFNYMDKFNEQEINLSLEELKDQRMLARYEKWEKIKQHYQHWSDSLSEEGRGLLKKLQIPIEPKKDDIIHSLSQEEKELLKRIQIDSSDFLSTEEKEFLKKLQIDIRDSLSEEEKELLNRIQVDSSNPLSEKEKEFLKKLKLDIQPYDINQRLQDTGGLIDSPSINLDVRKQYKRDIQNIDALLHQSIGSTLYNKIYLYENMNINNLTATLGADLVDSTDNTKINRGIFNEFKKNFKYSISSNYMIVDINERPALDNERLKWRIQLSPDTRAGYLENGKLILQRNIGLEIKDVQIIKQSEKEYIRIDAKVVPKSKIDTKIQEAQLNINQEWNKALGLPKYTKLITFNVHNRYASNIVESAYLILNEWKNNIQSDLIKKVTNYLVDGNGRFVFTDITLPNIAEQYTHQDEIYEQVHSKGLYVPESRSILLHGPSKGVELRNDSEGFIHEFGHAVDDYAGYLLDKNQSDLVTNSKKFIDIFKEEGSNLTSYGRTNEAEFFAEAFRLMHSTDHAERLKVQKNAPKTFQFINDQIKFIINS
3CLpro inhibitor: SARS-CoV 3CLpro protease inhibition; P0C6X7; inhibition, % at 6 µM; recombinant SARS-CoV 3CLpro, quenched FRET peptide cleavage; hit rate 0.14% among 290,000; in the data active = inhibition above about 12%
Vc quorum ag: induces V. cholerae light production without autoinducers | V. cholerae BH1578 lux reporter, luminescence, 6 h | activation, % at 18.7 µM | hit rate 0.16% among 350,000 | AID 588436; in the data active = activation mostly above about 9.7%, no sharp cut-off; inconclusive = no clear call, values can overlap the other calls; inactive = mostly below about 3.7%; also: not every result past the cut was called active; inactives centre near 0; reference of the scale not given here
PfHsp40 yeast: restores yeast growth despite PfHsp40 toxicity. S. cerevisiae expressing PfHsp40, growth rescue, ATP luminescence. growth rescue, % at 12.5 µM. hit rate 0.68% among 340,000. AID 504582; in the data active = growth rescue above about 28%, passing the limit was not always enough; inconclusive = no clear call, values can overlap the other calls;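 also: yeast W303a lacking pdr1 and pdr3 grown in galactose medium; growth measured after three days at 30 °C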
* hit, by the source's call; i = inactive; ? = inconclusive; / = no result given; & = joins results of further samples. Rule as the data show it, unless noted: active = inhibition above about 30%; inconclusive = no clear call, values can overlap the other calls; inactive = below that. The list is partial (hit frequency here may not be typical).

A first look, 2 compounds:
molecule	PrPC surface inh	TcdB GH inh	PriA SSB inh	BoNT-A LC inh2	Yp Topo-I inh	Anthrax LF prot	3CLpro inhibitor	Vc quorum ag	PfHsp40 yeast
CCC(C)(C)NC(=O)CN(Cc1ccc2c(c1)OCO2)C(=O)CCC(=O)Nc1nccs1	0	0.2	-7	-0.7	14	-7	1	-0.6	0.3
S=c1[nH]nc(C2CC2)n1Cc1ccco1	-4	-1.0	-10	0.7	-10	0	1	-0.3	0.9

The list itself (from the top)
molecule	PrPC surface inh	TcdB GH inh	PriA SSB inh	BoNT-A LC inh2	Yp Topo-I inh	Anthrax LF prot	3CLpro inhibitor	Vc quorum ag	PfHsp40 yeast
CCC(C)(C)NC(=O)CN(Cc1ccc2c(c1)OCO2)C(=O)CCC(=O)Nc1nccs1	0	0.2	-7	-0.7	14	-7	1	-0.6	0.3
S=c1[nH]nc(C2CC2)n1Cc1ccco1	-4	-1.0	-10	0.7	-10	0	1	-0.3	0.9
COC(=O)c1ccc(NC(=O)CN2CCN(c3cccc(Cl)c3)CC2)cc1	5	/	-3	1.6	11	4	5	-1.0	2.0
CCc1ccccc1NC(=O)/C(C#N)=C\c1ccc(Sc2ccccc2)o1	-2	/	2	1.2	-2	0	4	i	0.3
Cn1cc(C2CC(c3ccccc3)=NN2C(=O)c2ccccc2)c2ccccc21 (stereo unspecified)	-4	/	-2	1.2	19	2	6	-0.7	2.1
O=C(CN1C(=O)CNC1=O)Nc1cccc(C(F)(F)F)c1	4	/	-10	1.1	7	-2	7	-0.4	0.5
Cc1cc(Br)ccc1NC(=O)CCS(=O)(=O)c1cccc2nonc12	2	1.2	3	-0.8	-2	-2	0	-0.4	-0.3
COc1cccc(OC)c1C(=O)NNC(=O)c1cccnc1	3	-0.7	-12	/	-2	/	2	-0.7	-0.7
Cc1ccc(-c2nc3ncccc3o2)cc1NC(=O)c1cccnc1	0	0.6	-7	-1.1	-16	-1	6	1.5	-1.3
Cc1ccc2c(cnn2C(=O)CCC(=O)NCc2ccccc2Cl)c1	5	0.2	-2	-2.3	9	-14	0	-0.4	0.0
Cc1ccc(C(=O)C(C)OC(=O)c2ccc(Cl)nc2)cc1 (stereo unspecified)	-6	0.8	-16	-1.6	8	3	/	-0.2	-1.2
O=C(COc1ccc2c3c(c(=O)oc2c1)CCCC3)NC(Cc1ccc(Cl)cc1)C(=O)O (stereo unspecified)	-3	0.7	-12	0.5	12	-2	1	-0.6	1.8
CC1(C(=O)NS(=O)(=O)c2cccs2)CCN1C(=O)CCc1ccc(Cl)cc1Cl (stereo unspecified)	-3	-5.6	/	0.0	10	-5	/	-0.4	/
CC(NC(=O)CN1CCN(C(=O)c2cccs2)CC1)c1ccc(F)cc1F (stereo unspecified)	1	-1.2	0	/	-6	/	/	0.6	-1.5
Cc1c(C(=O)N(C)CCC#N)oc2ccc(S(=O)(=O)N3CCOCC3)cc12	8	1.8	-2	2.8	3	0	3	1.3	-0.3
CCc1ccccc1N(CC)C(=O)C1CCN(c2ncnc3c2nc2n3CCCCC2)CC1	2	3.4	-1	-0.6	24	3	1	-2.6	-0.7
O=C1CC(Nc2ccc3ccccc3c2)C(=O)N1Cc1ccccc1 (stereo unspecified)	-2	/	11	-0.4	-4	-8	-3	i	2.8
CSc1cccc(NC(=O)c2cc(S(=O)(=O)N3CCCCC3)c[nH]2)c1	-47	0.0	-6	-0.4	9	-9	-7	-0.2	0.8
Cc1ccc(S(=O)(=O)N(CC(=O)N2CCN(c3ccc(F)cc3)CC2)C2CCCCC2)cc1	-5	/	-4	-1.2	9	1	3	i	0.1
Clc1cccc(-c2nc3nc4ccccc4nc3n2Cc2ccco2)c1	-22	/	-6	1.2	14	0	5	-0.3	0.5
CCOc1ccc(C(=O)NC2CCN(CC(=O)NCc3ccccc3)CC2)cc1	-8	0.3	-9	0.5	3	2	-5	-0.4	-1.4
C=CC(=O)Nc1cccc(Oc2cc(Cl)nc3[nH]ccc23)c1	2	0.4	7	-0.4	-8	-10	/	i	-1.2
COc1ccc(/C=C/c2c(-c3cccc(C)c3)oc3ccc(-c4ccc5c(c4)OCO5)cc23)cc1	2	1.6	-18	/	/	/	-3	/	/
CN(C)C(=O)CSc1nnc(Cc2ccccc2)n1CC1CCCO1 (stereo unspecified)	1	0.5	-4	-0.1	1	-4	3	-0.9	2.7
COc1ccc(OCC(=O)N2CCN(S(=O)(=O)c3ccccc3[N+](=O)[O-])CC2)cc1	-13	1.1	-2	-0.3	10	0	2	i	1.7
COC(=O)[C@H]1[C@H]2C[C@@H]3c4[nH]c5cc(OC)ccc5c4CCN3C[C@H]2C[C@@H](OC(=O)c2ccc(N)cc2)[C@@H]1OC	-5	0.5	13	1.2	-5	-8	-6	3.7	1.4
Oc1ccccc1/C=N/n1c(COc2ccccc2)n[nH]c1=S	-6	0.3	/	-3.4	3	9	-2	-0.6	-0.2
CCOC(=O)C1CCN(C2=C(NS(=O)(=O)c3ccc(Br)cc3)C(=O)c3ccccc3C2=O)CC1	-67	2.9	-15	0.3	28	-2	-2	0.2	1.2
COC(=O)C(=C/C=C/c1ccco1)C(=O)OC	-6	-0.2	-18	0.4	-5	10	0	-0.2	-2.8
O=C(NNC(=O)C1CC1c1ccccc1)c1ccccc1[N+](=O)[O-] (stereo unspecified)	-13	1.3	-16	0.0	2	-5	-3	-0.3	?
COc1ccc2cc(-c3cccnc3)ncc2c1	-17	2.7	-1	0.2	2	2	/	-0.4	-0.7
Cn1c(C(=O)O)c(CC(=O)NCc2cccnc2)c2ccccc21	0	/	-2	-1.1	-1	-2	2	-1.4	0.1
O=C(Cc1ccccc1)OCCNC(=O)c1cccnc1	-6	/	1&0	-0.1	-1	0	-5	i	-0.8
CSc1cccc(NC(=O)CCc2ccccc2)c1	1	11*	2	-1.0	12	-2	-5	-0.3	2.7
COc1ccc(C)cc1-n1nnnc1SCc1nc2ccccc2s1	1	/	-18	0.8	37	12	-4	i	0.1
Cc1nnsc1C(=O)N1CCC(CO)(Cc2ccccc2Cl)CC1	9	0.9	-16	-0.5	5	-2	2	-2.3	-0.9
Nc1nonc1-n1nnc(C(=O)N/N=C/c2ccccc2)c1CSc1ccc(Cl)cc1	1	/	/	-0.2	25	-1	5	i	-1.5
Cc1ccc(C(C)C)c(OCCSc2nc3ccccc3n2CC(=O)O)c1	6	0.3	-4	-2.2	1	10	6	-0.5	/
CN(C)/C=C1/Oc2c(ccc3ccccc23)C1=O	4	1.2	-6	0.6	27	0	4	-0.5	0.3
COC(C/C=C\[C@H](O)[C@@H](C)OCc1ccccc1)OC	5	-8.9	3	-0.1	6	-1	/	-1.4	-0.7
CC1(C)C(=O)N(c2ccccc2)C1c1ccccc1O (stereo unspecified)	-4	0.1	-3	-12	-4	-14	-5	i	2.2
O=C(COC(=O)CNC(=O)c1ccccc1Cl)Nc1ncc(C(F)(F)F)cc1Cl	2	/	10	-0.2	-2	0	4	-0.4	-0.8
O=C(NCc1ccccn1)C1CCC(=O)N(Cc2ccc(Cl)cc2)C1 (stereo unspecified)	-5	0.5	2	1.6	-6	1	-8	-20	0.5
CCN(CC)C(=O)CCCC(=O)N(CC)CC	3	-0.6	-5	-0.3	2	0	-2	-0.4	-0.7
NC(=N\N=CCc1ccccc1)/C(N)=N/N=CCc1ccccc1	-21	-0.3	/	0.6	4	-9	/	i	-0.3
COc1cc(C(=O)N=c2sccn2C)c([N+](=O)[O-])cc1OC	-11	0.8	-7	-0.3	5	-4	-5	i	-2.0
O=[N+]([O-])c1cc(/C=N/O)ccc1SCc1ccccc1Cl	-20	/	/	1.1	4	-2	3	i	-2.3
COCCNC(=O)C(C(=O)c1ccc(F)cc1)n1cc(C)ccc1=O (stereo unspecified)	2	3.3	-13	0.3	4	1	-1	-0.3	-0.2
CCOC(=O)CSc1nnc(N)s1	-4	/	-11	-0.4	-2	0	-3	i	-1.4
O=C(Nc1ccc(OCC(=O)N2CCOCC2)cc1)Nc1cccc(Cl)c1	0	-0.1	-2	-1.0	-9	-3	-3	-0.3	-0.6
Cc1ccc2[nH]c(=O)c(C(c3nnnn3CC3CCCO3)N3CCOCC3)cc2c1 (stereo unspecified)	2	0.9	0	0.6	15	-1	0	i	-0.3
CC1CCN(S(=O)(=O)c2ccc3c4c2CC(=O)N4CC(C)S3)CC1 (stereo unspecified)	-7	-1.1	-1	0.6	15	-1	-2	i	-0.1
Cc1ccc(OCC(=O)N2CCN(C)CC2)c(Br)c1	-3	/	-25	0.0	-2	0	-2	10	-0.4
CCOC(=O)c1c(NC(=O)c2ccc(-n3cnnn3)cc2)sc2c1CCCC2	/	/	-14	0.3	-4	-1	-2	0.3	-1.3
O=[N+]([O-])c1ccccc1Nc1cccnc1	-26	-0.4	1	0.6	8	-4	/	-3.7	-1.9
CCc1ccc(OCC(=O)OC(C)C(=O)NC2CC2)cc1 (stereo unspecified)	-4	-0.9	-10	-3.3	11	-5	-4	0.7	-1.0
Cc1ccc(S(=O)(=O)Nc2cccc(C(=O)NCC(c3ccco3)N3CCCCC3)c2)cc1F (stereo unspecified)	8	5.1	-3	-1.1	6	0	/	-1.2	0.3
Cc1ccc(S(=O)(=O)N2CCCCC2)cc1NC(=O)CNc1ccc(C(F)(F)F)cc1	13	-1.2	-13	-4.9	-12	0	/	0.2	0.9
Cc1ccc(C)c(NC(=O)CCc2nnc3ccc(N4CCCCC4)nn23)c1	2	1.5	-11	-0.4	1	-1	-3	i	0.0
Cc1ccc(S(=O)(=O)Nc2ccsc2C#N)cc1	3	0.5	-8	-1.3	-1	0	1	-0.4	2.3

Remaining list, next part:
molecule	PrPC surface inh	TcdB GH inh	PriA SSB inh	BoNT-A LC inh2	Yp Topo-I inh	Anthrax LF prot	3CLpro inhibitor	Vc quorum ag	PfHsp40 yeast
Cc1ccc(S(=O)(=O)N2CCN(C(=O)COC(=O)Cc3c(F)cccc3Cl)CC2)c(C)c1	-5	0.0	-1	-0.1	25	-7	/	-0.8	1.8
Cc1ccc(-n2c(C)nn(CC3CC3)c2=O)cc1	-2	-0.2	-3	1.0	-3	5	4	i	1.3
CC1=CC(C)(C)N2C(=O)C3(NCCc4c3[nH]c3ccccc43)c3cccc1c32 (stereo unspecified)	0	1.3	9	0.0	2	-5	0	-2.9	2.1
COC(=O)N/N=C\c1ccc(OC/C=C/c2ccccc2)cc1	4	1.4	/	-3.2	24	-5	-2	i	-2.3
Cc1cc(NC(=O)/C=C/C(=O)N(CC(=O)NC2CCCC2)c2ccc(F)cc2)no1	-5	0.2	-7	0.3	3	-3	2	-0.3	-0.5
COc1ccc(CCN(C)C(=O)C23CC4CC(CC(Cl)(C4)C2)C3)cc1OC	7	-1.8	-6	-3.3	15	-1	-3	0.1	1.5
CCCn1c2ccccc2c2cnn(CC(=O)NC3CCCC(C)C3C)c(=O)c21 (stereo unspecified)	7	0.6	-11	-0.9	20	0	2	-0.4	0.8
COc1ccccc1OCC(=O)NCC1CCCN(C(=O)c2ccccc2C(C)=O)C1 (stereo unspecified)	-2	2.4	-5	1.9	-1	4	-2	i	-0.6
OC(COCc1ccc(Cl)cc1)CN1CCCCC1 (stereo unspecified)	-2	0.6	-2	0.4	0	-4	4	0.5	1.3
Cc1ccc(-c2noc(CN3CCN(c4ccccc4F)CC3)n2)cc1	1	0.1	-22	0.0	32	-12	-1	-0.3	1.0
CCOc1ccc(-c2[nH]nc3c2C(c2ccc4c(c2)OCO4)C(C#N)=C(N)O3)cc1OC (stereo unspecified)	-3	/	15	-0.1	6	0	5	0.7	-0.6
Cc1cccc(-c2n[nH]c(=S)n2/N=C/c2ccc(C)s2)c1	1	/	/	-0.5	-2	-2	3	i	-0.5
Cn1c(CCN2CCN(c3ccccn3)CC2)nc2cc(NS(=O)(=O)c3ccc(F)cc3)ccc21	-7	1.5	/	-0.5	18	0	/	i	/
